# Thrombin inh: thrombin (human) inhibition | P00734 | alpha-thrombin, Boc-VPR-AMC fluorogenic substrate cleavage | inhibition, % at 5 µM | actives 0.26% (n = 220,000) | AID 1046;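 active = inhibition at or above 40%; inactive = inhibition below 40%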;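 also: 0% = enzyme with no compound and 100% = wells without enzyme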
#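 Material: human alpha-thrombin enzyme / Medium: pH 7.5 Tris (50 mM) with NaCl 150 mM, Tween 20 0.05% / Compound: single-point dosing at 5 µM, 0.2% DMSO / Incubation: enzyme reaction carried out at room temperature / Detection: AMC fluorescence, 355/460 nm / Read-out basis: percent inhibition scaled between no-compound controls and no-enzyme blanks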
# m-calpain inh: inhibitors of pig calpain II; inhibition, % at 16 µM; actives 0.37% (n = 220,000); purified calpain II, fluorogenic peptide substrate, 30 min; AID 1236;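 active = inhibition above about 50%, limit read from the data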
# FXIa inh 1536: blocks human coagulation factor XIa protease activity; P03951; purified FXIa, Boc-Glu-Ala-Arg-AMC fluorogenic substrate; inhibition, % at 5 µM; actives 0.14% (n = 220,000); AID 798;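 active = inhibition of at least 40%; inactive = inhibition below 40%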;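 also: fluorescence of freed AMC excited at 355 nm; 0% = enzyme without compound and 100% = no enzyme blank; many of its hits are not listed in these tables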
# PERK inhibitor: human PERK inhibition, primary cell-based screen. AID 1416. actives 0.17% (n = 220,000). Q9NZJ5. inhibition, % at 5.6 µM. CHO PERK-DD fusion, SEAP luminescence translation reporter;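 active = inhibition above the mean inhibition of all tested compounds plus 3 SD, set separately per screening campaign, cut at about 2.9% in these data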;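 also: PERK kinase domain activated by AP20187 dimerizer at 100 nM; 0% = DMSO with dimerizer and 100% = rapamycin at 8.4 µM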
# Target sequence (Q9NZJ5 whole entry, looked up, the tested form may be a part): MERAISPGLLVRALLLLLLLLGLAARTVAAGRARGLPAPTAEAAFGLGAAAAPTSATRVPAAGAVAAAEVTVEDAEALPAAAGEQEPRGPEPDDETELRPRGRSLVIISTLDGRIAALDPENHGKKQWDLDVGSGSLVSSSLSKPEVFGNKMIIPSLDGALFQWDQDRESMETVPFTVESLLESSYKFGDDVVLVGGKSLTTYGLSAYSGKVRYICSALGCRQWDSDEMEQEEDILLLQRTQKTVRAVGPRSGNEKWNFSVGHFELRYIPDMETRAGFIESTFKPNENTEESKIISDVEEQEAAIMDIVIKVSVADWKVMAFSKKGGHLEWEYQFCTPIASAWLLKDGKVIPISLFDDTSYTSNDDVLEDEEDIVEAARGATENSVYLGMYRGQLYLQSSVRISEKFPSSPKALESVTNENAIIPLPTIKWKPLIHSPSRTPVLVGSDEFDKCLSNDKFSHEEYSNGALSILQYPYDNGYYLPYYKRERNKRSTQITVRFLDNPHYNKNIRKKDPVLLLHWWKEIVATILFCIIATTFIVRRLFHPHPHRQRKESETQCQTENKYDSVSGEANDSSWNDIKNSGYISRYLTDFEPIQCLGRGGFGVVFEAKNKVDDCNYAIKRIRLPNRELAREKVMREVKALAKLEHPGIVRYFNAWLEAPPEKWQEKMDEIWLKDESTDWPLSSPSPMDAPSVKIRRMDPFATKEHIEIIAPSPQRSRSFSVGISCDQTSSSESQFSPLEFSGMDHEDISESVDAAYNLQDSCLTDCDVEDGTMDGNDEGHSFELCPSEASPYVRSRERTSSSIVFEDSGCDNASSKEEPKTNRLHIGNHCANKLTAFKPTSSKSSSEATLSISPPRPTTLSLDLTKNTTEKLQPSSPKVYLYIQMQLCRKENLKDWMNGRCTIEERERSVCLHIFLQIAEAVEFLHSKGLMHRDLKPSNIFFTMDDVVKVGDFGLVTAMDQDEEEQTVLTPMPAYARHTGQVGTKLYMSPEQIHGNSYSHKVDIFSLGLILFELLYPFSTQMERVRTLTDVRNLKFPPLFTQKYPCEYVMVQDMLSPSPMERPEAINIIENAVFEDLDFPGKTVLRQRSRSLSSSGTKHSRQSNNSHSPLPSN
# FXIIa inh 1536: factor XIIa (human) inhibition | P00748 | purified FXIIa, Boc-QGR-AMC fluorogenic substrate, 2 h | inhibition, % at 5 µM | actives 0.3% (n = 220,000) | AID 800; in the data active = inhibition above about 40%;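 also: 0% = enzyme with no compound and 100% = blank without enzyme; many of its hits are not listed in these tables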
# KLK5 inh: inhibitors of human kallikrein 5; Q9Y337; recombinant hK5, fluorogenic AMC substrate cleavage; inhibition, % at 5 µM; actives 0.59% (n = 210,000); AID 873;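 active = inhibition of 40% or more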;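 also: 0% = enzyme controls without compound and 100% = no-enzyme blanks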
# Furin inh: inhibitors of human furin. purified furin, fluorogenic substrate cleavage. inhibition, % at 30 µM. actives 0.061% (n = 220,000); in the data active = inhibition above about 25%; also: inactives centre near -15
# Cl transport mod: KCC2 (human) Cl- transport modulation. Q9H2X9. KCC2 cells, thallium flux FluoZin-2 fluorescence. B-score of Tl+ flux slope (higher = more flux/activation; lower = inhibition) at 10 µM. actives 2.2% (n = 190,000). AID 1456;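 active = thallium flux slope and its plate-corrected score both differing from the plate sample mean at a set confidence after two filtering rounds, in either direction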;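 also: slope of fluorescence scaled to starting intensity during 10 to 20 s after thallium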
# Rad51 HR inh: Rad51 (human) homologous recombination inhibition; hRad51 DNA strand exchange, fluorescence dequenching; inhibition, % at 10 µM; actives 0.085% (n = 200,000); AID 1385;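 active = inhibition above 40% at the single screening dose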;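 also: 0% = DMSO control wells and 100% = blanks with heterologous ssDNA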
#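 Read-out basis: percent inhibition relative to plate controls and blanks / Assay system: human Rad51 nucleoprotein filaments preassembled on unlabelled ssDNA / Timing: filaments 15 min 37 °C, then compound 30 min / Control set: per-plate controls and blanks / Technique: fluorescence dequenching at 485/520 nm / Compound: 10 µM final, single point / Also added: Fluorescein- and BHQ1-tagged 47-mer duplex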
# Active calls of the source: *; i = inactive; . = not tested or not shown; [ ] = remark or other dose. This is a subset; rates above refer to the full screens.
SMILES,Thrombin inh,m-calpain inh,FXIa inh 1536,PERK inhibitor,FXIIa inh 1536,KLK5 inh,Furin inh,Cl transport mod,Rad51 HR inh
CCOc1ccc(N(CC(=O)Nc2ccccc2C(=O)N2CCOCC2)S(=O)(=O)c2ccc(F)cc2)cc1,-6,-16,0,-0.9,3,-6,-22,1.1,-1
CCCCOC(=O)c1ccc(Nc2ncnc3nc[nH]c23)cc1,-3,-84,-2,1.0,4,10,-25,0.92,-3
OCCN1CCN(CC(O)COCc2ccc3c(c2)OCO3)CC1 (stereo unspecified),-3,10,-3,1.0,4,-11,-10[20 µM],0.0076,1
COc1ccc(N2CCN(C(=S)Nc3cccc(C)c3)CC2)cc1,-5,-6,-13,0.7,-13,-2,-25[20 µM],-0.046,-3
CN(C(=O)CSc1nc(-c2ccccc2)cs1)C1CCS(=O)(=O)C1 (stereo unspecified),0,-1,2,-0.7,9,-11,-16[20 µM],.,11
O=C(COC(=O)c1ccc2ccccc2n1)Nc1cccc(S(=O)(=O)NC2=NCCCCC2)c1,5,11,-3,0.5,6,-10,-19,0.32,-20
CCN(C(=O)CN(C)Cc1cccc(Cl)c1Cl)c1c(N)n(Cc2ccccc2)c(=O)[nH]c1=O,-11,-13,-5,0.1,3,-7,-17,1.2,-8
CCC(=O)c1ccc(OCc2ccc(C#N)cc2)cc1,-3,-21,-4,-0.3,6,0,-26,0.4,10
C=CCc1c(C)nc(-c2ccccc2)nc1N/N=C(\C)c1ccc(N)cc1,-3,6,7,0.1,12,-11,-21,-0.79,-44
COC(=O)C1=C(N)Oc2cc(C)n(CC3CCCO3)c(=O)c2C1c1ccc(Cl)cc1 (stereo unspecified),1,4,0,-1.0,15,0,0,.,2
CN1OC(Cn2cc(C#N)c(=O)n(C)c2=O)CC1c1ccccc1 (stereo unspecified),0,-9,-3,1.1,4,-9,-20,0.27,29
Cc1cc(NC(=O)c2cc([N+](=O)[O-])cc([N+](=O)[O-])c2C)no1,-10,-23,-4,0.0,3,-6,-22,1.2,0
Cc1ccc(C(=O)OCCc2c(C)[nH]n(-c3ccccc3)c2=O)cc1,0,4,0,-0.7,14,-11,-19[20 µM],.,1
C=C(Cl)COC(=O)C1C2C=CC(C2)C1C(=O)O (stereo unspecified),-1,18,0,0.5,5,12,-24[20 µM],0.93,-8
Cn1c(=O)n(Cc2ccc(F)cc2)c(=O)c2c1nc1n2CCN1Cc1ccco1,0,-12,-9,0.2,3,5,-17,-0.25,30

# 2 of the compounds above, with two lines to a compound.
# Second line of a record – Thrombin inh, m-calpain inh, FXIa inh 1536, PERK inhibitor, FXIIa inh 1536, KLK5 inh, Furin inh, Cl transport mod, Rad51 HR inh
C=CCc1c(C)nc(-c2ccccc2)nc1N/N=C(\C)c1ccc(N)cc1
    -3, 6, 7, 0.1, 12, -11, -21, -0.79, -44
CN1OC(Cn2cc(C#N)c(=O)n(C)c2=O)CC1c1ccccc1 (stereo unspecified)
    0, -9, -3, 1.1, 4, -9, -20, 0.27, 29

# Other entries follow:
SMILES,Thrombin inh,m-calpain inh,FXIa inh 1536,PERK inhibitor,FXIIa inh 1536,KLK5 inh,Furin inh,Cl transport mod,Rad51 HR inh
CCOc1ccccc1NC(=O)CNS(=O)(=O)c1ccc2nc(C)sc2c1,-11,17,-4,0.1,5,-10,-10,0.038,-1
CC(=O)N1CCN(C(=O)CCC(=O)O)CC1,4,-10,1,1.5,11,0,-20,.,-1
NC(=O)NC(=O)COC(=O)CNS(=O)(=O)c1ccc(F)c(F)c1F,-5,9,1,0.8,4,18,-3,0.25,-23
CCn1c(N2CCC(Cc3ccccc3)CC2)nc2c1c(=O)[nH]c(=O)n2C,3,15,7,0.7,10,-4,-15,-3.1*,.
CC(=O)Nc1ccc(OC(=O)c2cccs2)cc1,-9,21,-14,-0.9,-2,-14,-1[20 µM],0.12,.
CCN(CC)S(=O)(=O)c1ccc(F)c(C(=O)NCCC(C)C)c1,1,-3,3,-0.4,14,-23,-7[20 µM],1.2,-7
O=C(CS(=O)(=O)c1cn(CC(=O)N2CCOCC2)c2ccccc12)Nc1ccccc1,1,-3,-4,1.5,9,-2,-24,-0.27,3
CN(C)/N=C/c1ccc(OC(=O)c2cccc([N+](=O)[O-])c2)cc1,-5,-32,11,1.2,10,-1,-28,-0.16,9
CC(/C=N\N1CCN(Cc2ccc(C)cc2)CC1)=C\c1ccccc1,-8,1,-2,0.1,7,-12,-16,1,-2
NS(=O)(=O)c1ccc(NC(=O)COc2ncnc3c2cnn3-c2ccccc2)cc1,3,6,7,0.3,12,18,-14,1.1,-1
O=C(N/N=C/c1c(Cl)cccc1Cl)c1ccccc1F,-7,-9,1,0.7,9,-11,-10,-0.022,-20
Cc1ccc2nc(-c3ccc(N)cc3)sc2c1,-21,-337,-34,0.9,-28,-24,-193,-0.47,1
CC(C)(C)OC(=O)NCCCC[C@@H](C(=O)N1CCN(C(=O)OC(C)(C)C)CC1)n1cc(C(CO)NC(=O)OC(C)(C)C)nn1 (stereo partly specified),3,-9,2,0.2,14,3,-23,0.66,-8
Cc1cc(C)c([N+](=O)[O-])cc1NC(=O)CCSc1ccccc1Cl,-14,1,4,-0.5,4,-18,-5,-1.2,13
Cc1ccc(-n2c(SCC(=O)OC(C)C)nnc2-c2ccccn2)cc1,4,-15,6,-1.1,18,-8,-1,-0.29,1
CCc1ccccc1NC(=O)CCN1C(=O)C2C3CCC(C3)C2C1=O (stereo unspecified),-12,-7,-2,0.8,4,-3,-16,0.27,15
O=[N+]([O-])c1ccc(C2Oc3ccccc3C3CC(c4ccccc4)=NN32)s1 (stereo unspecified),-1,-51,3,0.2,11,-20,6,1.8,-5
COC(=O)c1ccc(C)c(NS(=O)(=O)c2ccc3c(c2)OCCO3)c1,1,19,2,0.0,10,1,-23[20 µM],0.28,3
CC(C)(C)NC(=O)CN(C(=O)C1(C)CC(=O)N=C2C=CC=CN21)C1CCCC1 (stereo unspecified),0,-353,2,2.4,12,-12,-29,0.72,-6
Cc1occc1-c1nnc(SCC(=O)Nc2nc(C(C)(C)C)cs2)o1,-11,-1,-9,-1.3,-2,-1,-18[20 µM],1,1
Cc1cccc(NC2SC(=O)NC2=O)c1 (stereo unspecified),-9,0,8,-0.6,5,-7,-15,-0.66,5
CCCCC(=O)Nc1ccc2c(c1)C(=O)NC2=O,-1,-280,3,0.8,10,-6,-19,0.38,-2
CC(C)C(C(=O)OCC(=O)c1cccc([N+](=O)[O-])c1)N1C(=O)[C@@H]2[C@H]3CC[C@H](C3)[C@@H]2C1=O (stereo partly specified),-5,5,4,0.4,7,-13,-7,-0.62,6
CNC(=O)CN(c1ccc2c(c1)OCCO2)S(C)(=O)=O,6,9,-7,0.0,17,9,-1[20 µM],.,3
C#CCOCCOCCOCCNc1nc(N2CCN(C(=O)[C@H]([C@@H](C)CC)n3cc([C@@H](N)CO)nn3)CC2)nc(N2CCN(C(=O)[C@H]([C@@H](C)CC)n3cc([C@@H](N)CC(C)C)nn3)CC2)n1,-7,-24,-6,-0.1,4,-2,-23,1.3,-6
COc1ccc(C(=O)Nc2cccc(-c3cnc4ccccc4n3)c2)cc1,3,-36,6,0.6,25,-12,-16[20 µM],-0.57,-2
CN1CCN(/C=N/c2sc3c(c2C#N)CCCCC3)CC1,-3,-2,-1,-1.3,7,0,-9,0.54,-1
COc1cccc(C2CC(c3ccc(C)cc3)Nc3nc(N)nn32)c1 (stereo unspecified),0,-3,5,0.1,16,4,-14,0.048,-7
O=C(Cn1c(=O)oc2cc(S(=O)(=O)N3CCCC3)ccc21)N1CCN(C2CCCCC2)CC1,-4,-5,0,1.9,7,0,-25,.,6
CCOC(=O)c1ccc(NC(=O)CN2C(=O)C(=O)N(CC(C)C)C2=O)cc1,-4,10,-8,0.5,-16,-9,-2[20 µM],-0.18,11
COc1ccc(CNc2nc(NCc3ccc(OC)c(OC)c3)n(C(=O)c3cccs3)n2)cc1OC,-5,-89,-5,-0.6,2,1,-18,.,-2
CCc1ccc(CNCCSc2nnnn2C)cc1,-6,-3,-4,-0.3,8,1,-15[20 µM],.,6
N#C/C(=C/c1cccn1-c1cccc(C(=O)O)c1)c1ccc(F)cc1,5,-6,5,0.6,11,-3,0,-2.2,15
COC(=O)c1sc(NC(=O)C(C)c2ccccc2)nc1C (stereo unspecified),0,0,8,0.8,5,-4,-15,1.9,10
O=S(=O)(c1cccc(F)c1)N1CCCN(c2ccc(C(F)(F)F)cn2)CC1,1,24,6,0.3,1,6,-6,-0.82,-25
COCCNC(=O)CN1CCN(C(c2ccccc2)c2ccccc2)CC1,1,-4,6,0.3,23,-8,-16[20 µM],-1.7,7
Cc1[nH]nc(N)c1-c1ccccc1,-8,-23,-3,1.5,6,-3,-23,0.13,-4
CCOC(=O)C1=C(C)NC(C)=C(C(=O)OCC)C1C(=O)OCC(=O)c1ccc2c(c1)OCCO2,1,-61,17,-1.1,24,5,-10,0.98,3
Cc1cc2ccc3ccccc3c2cc1CN(C)C,-2,2,3,-0.5,3,-1,-2,0.1,13
O=C(N/N=C/c1cn[nH]c1-c1ccc(Cl)cc1)c1ccc([N+](=O)[O-])cc1,-9,-49,3,0.3,11,0,-16,-0.72,-2
N#Cc1cnc(NN)nc1,-6,19,-4,1.2,3,-5,-26,-0.013,7
CC1(C)Oc2ccc(C(=O)N3CCCC3)cc2N(CC(=O)NCc2ccccc2)C1=O,-13,13,2,-0.3,16,-19,-29,0.29,-1
COc1ccc(CCNC(=O)c2ccc(-c3ccc([N+](=O)[O-])cc3Cl)o2)cc1,-5,9,5,1.4,11,-5,-16,-0.87,-3
COc1ccc2cc3c(N)nn(C(=O)Cc4ccc(Cl)cc4)c3nc2c1,-10,-22,0,-0.2,4,-2,-10,0.94,.
Nc1c(C(=O)N/N=C/c2ccccc2)cnn1-c1ccccc1,-3,8,1,-2.1,3,1,-15,-0.85,7

# As a working copy, some entries already given.
SMILES,Thrombin inh,m-calpain inh,FXIa inh 1536,PERK inhibitor,FXIIa inh 1536,KLK5 inh,Furin inh,Cl transport mod,Rad51 HR inh
COc1ccc(CNc2nc(NCc3ccc(OC)c(OC)c3)n(C(=O)c3cccs3)n2)cc1OC,-5,-89,-5,-0.6,2,1,-18,.,-2
CCc1ccc(CNCCSc2nnnn2C)cc1,-6,-3,-4,-0.3,8,1,-15[20 µM],.,6
N#C/C(=C/c1cccn1-c1cccc(C(=O)O)c1)c1ccc(F)cc1,5,-6,5,0.6,11,-3,0,-2.2,15
COC(=O)c1sc(NC(=O)C(C)c2ccccc2)nc1C (stereo unspecified),0,0,8,0.8,5,-4,-15,1.9,10

# Continued:
SMILES,Thrombin inh,m-calpain inh,FXIa inh 1536,PERK inhibitor,FXIIa inh 1536,KLK5 inh,Furin inh,Cl transport mod,Rad51 HR inh
CCOc1c2ccc(C(=O)NCCc3ccc(C)cc3)cc2nn1CC,1,i,0,0.0,1,.,-24[20 µM],-1.3,1
Cc1ccc(Nc2ncnc3ccccc23)cc1,0,9,1,0.6,9,3,-11,-1.8,1
COC(=O)C1=C(NC(=O)C(C)(C)C)CCS1,-13,-11,6,0.8,6,-5,-10,-0.56,10
COc1ccc(N(CC(=O)Nc2ccccc2C(=O)NCC(C)C)S(C)(=O)=O)cc1,3,-8,11,0.0,16,-4,-6,.,3
O=C(Oc1c(CN2CCOCC2)cc(Cl)c2cccnc12)c1ccc(F)cc1,-3,-34,1,0.0,3,-37,-23[20 µM],-0.99,-3
NC(=O)[C@H]1CC2(CC(c3cccc(NC(=O)COc4ccc(Cl)cc4)c3)=NO2)CN1C(=O)[C@H]1CCC(=O)N1 (stereo partly specified),-7,-7,-2,.,4,-2,-19,0.49,2

# Source: PubChem BioAssay
